Assay outcomes (PubChem BioAssay)
PAX8 reporter: PAX8 transcriptional activity inhibition; RMG-I TPO-luciferase reporter, SteadyGlo, 24 h; inhibition, % at 12.6 µM; 1.2% of 360,000 active; AID 652154;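 active means mean replicate inhibition at least 60% with every replicate also reaching 60%; inconclusive means only one of the two criteria is met; inactive means mean below 60% and not all replicates reaching 60%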;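 further: luciferase light reporting Pax8 driven TPO promoter activity; plate controls were median of neutral control wells for no effect and mitoxantrone controls for full effect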
XiGFP reactiv: activators of X-chromosome reactivation in mouse fibroblasts | XiGFP mouse fibroblasts, % GFP-positive cells imaging, 3 d; cells co-treated with 5-aza-dC sensitizer; scaled so ellipticine positive control = 100% | activation, % at 7.58 µM | 0.055% of 360,000 active;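 active means mean normalized replicate activation at least 10% and every replicate at or above 10%; inconclusive means only one of the two criteria met; inactive means mean below 10% and not all replicates reach 10%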;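 further: 0% = median of on-plate neutral control wells and 100% = ellipticine 6 µM median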
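Schedule: 3 d treatment, 15 min room-temperature fixation; system: 68-5-11 XiGFP fibroblast line; buffer or medium: DMEM plus 5-aza-dC sensitizer; control set: ellipticine 6 µM positive control; compound: one concentration, pinned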
F508del corr: CFTR F508del correction in bronchial cells; CFBE cells, YFP halide quenching; stimulated with forskolin plus potentiator P3; % fluorescence drop versus neutral controls; activity (quench increase), % at 7.58 µM; 0.36% of 350,000 active; AID 720511;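 active means mean added fluorescence quench of at least 8% versus neutral control, with both replicates also reaching 8%; inconclusive means only one of the mean or replicate conditions met; inactive means mean below 8% and not both replicates reaching 8%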;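 further: cells transiently co-express mutant CFTR-F508del with the halide-sensitive YFP; corrector assay measuring rescue of mutant channel to the surface after 24 h compound exposure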
INS-1E GSIS act: GLuc luminescence reporter in INS-1E cells, primary screen for activators of glucose-dependent secretion of insulin | INS-1E GLuc reporter insulin secretion, 2-3 h | activation, % at 16.6 µM | AID 743287 | 0.61% of 370,000 active;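 active means lowest replicate activation of at least 40%, so every replicate reaches that level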;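 further: 0% = median of neutral control wells and 100% = median of IBMX positive control wells; some compounds called inactive have numbers as strong as hits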
EWS-Fli inh: inhibitors of EWS/Fli oncoprotein transcriptional activity; A673 NR0B1-luciferase reporter, viability-normalised; AID 651661; 0.67% of 350,000 active; inhibition, % at 12.6 µM;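 active means mean inhibition of at least 50% after viability correction, with every replicate also passing that limit; inconclusive means mean reaches 50% but only one of two replicates passes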;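 further: firefly luciferase signal divided by Alamar Blue viability fluorescence both relative to DMSO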
DENV2 CPE rescue: DENV2-induced cell death inhibition. DENV2-infected cells, cytopathic effect rescue, plate reader. CPE inhibition, % at 9.99 µM. 1.7% of 350,000 active; in the data active means CPE inhibition above about 20%, passing the limit was not always enough; inconclusive means no clear call, values can overlap the other calls; tested in BHK-21 cells;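 further: 0% = median of neutral control wells and 100% = median of positive control wells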
ARNT TACC3 PPI: disruptors of human ARNT/TACC3 interaction; Q9Y6A5; AlphaScreen His-ARNT PAS-B/GST-TACC3 binding, luminescence; TACC3 fragment carries E629A point mutation; inhibition, % at 9.99 µM; 0.66% of 390,000 active; AID 623870;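 active means mean inhibition of replicates at least 50% and at least half of replicates each reaching 50%; inconclusive means half or more replicates reach 50% but mean below 50%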;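 further: 0% = complete ARNT plus TACC3 wells and 100% = ARNT alone without TACC3; many hits fall short of the cut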
ERp5 block: ERp5 (human) disulfide isomerase inhibition; Q15084; ERp5 insulin aggregation, absorbance 650 nm, 90 min; inhibition, % at 9.99 µM; 0.05% of 350,000 active;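 active means mean replicate inhibition above about 25%, with every replicate also reaching it, limit read from the data, passing the limit was not always enough; inconclusive means only one of those two criteria met; inactive means neither criterion met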
Target sequence (Q15084 whole entry, looked up): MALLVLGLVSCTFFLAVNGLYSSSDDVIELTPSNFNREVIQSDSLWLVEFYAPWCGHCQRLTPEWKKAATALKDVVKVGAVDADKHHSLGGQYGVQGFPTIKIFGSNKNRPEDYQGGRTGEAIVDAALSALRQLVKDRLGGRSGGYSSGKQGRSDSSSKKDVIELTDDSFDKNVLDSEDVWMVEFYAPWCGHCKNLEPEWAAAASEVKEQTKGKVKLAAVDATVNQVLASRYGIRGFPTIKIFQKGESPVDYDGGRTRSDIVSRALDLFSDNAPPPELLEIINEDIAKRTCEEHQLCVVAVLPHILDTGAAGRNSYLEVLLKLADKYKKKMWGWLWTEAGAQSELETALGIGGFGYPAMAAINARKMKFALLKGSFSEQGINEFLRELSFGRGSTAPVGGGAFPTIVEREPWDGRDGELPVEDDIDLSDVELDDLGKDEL
The depositor's hits bear a star; ? = inconclusive; / = not tested or not shown.

SMILES | PAX8 reporter | XiGFP reactiv | F508del corr | INS-1E GSIS act | EWS-Fli inh | DENV2 CPE rescue | ARNT TACC3 PPI | ERp5 block
Cc1noc(C)c1NC(=O)Nc1ccc2c(c1)CC(=O)N([C@H](C)CO)C[C@H](C)[C@H](CN(C)C(=O)NC1CCCCC1)O2 | 4 | -0.6 | -0.9 | 11 | -3 | -7 | -4 | 20
CCC(=O)NC[C@H]1[C@@H](c2ccc(-c3cccc(F)c3)cc2)[C@@H](CO)N1C(=O)CC | 3 | 0.0 | -1.2 | -2 | 0 | / | 4 | /
COc1ccc(S(=O)(=O)N2CCN(C(=O)c3cc(C)nc4ccccc34)CC2)cc1OC | 9 | 0.1 | -3.3 | 5 | 7 | 2 | -8 | -3
CCn1c(SCc2ccc(OC)c(F)c2)nc2ccccc2c1=O | 5 | 0.0 | 4.6 | -30 | 1 | -4 | -3 | 3
OC(c1ccccc1)(c1nc(-c2ccc(F)c(Cl)c2)cs1)C(F)(F)F (stereo not drawn) | -10 | 0.0 | -0.5 | 7 | 12 | -3 | / | -1
CCc1ccc2nc(N=C(N)N)nc(C)c2c1 | 22 | 0.4 | -3.8 | -3 | 10 | -12 | 12 | -2
CCCCc1ccc(Nc2nc(N3CCOCC3)nc(N3CCOCC3)n2)cc1 | 26 | 0.0 | -5.5 | 11 | 5 | -2 | 3 | -6
Cc1ccccc1-n1nc2c(c1NC(=O)C1CC1)CS(=O)(=O)C2 | -7 | 0.0 | 0.7 | 18 | 0 | -7 | / | -12
C[C@H]1CN([C@@H](C)CO)C(=O)c2cccc(NS(=O)(=O)c3ccc(Cl)cc3)c2O[C@@H]1CN(C)CC1CC1 | -3 | / | 3.8 | / | 5 | 2 | -5 | 2
CCOC(=O)C1CCN(C(=O)c2cccc(C(=O)N3CCC(C(=O)OCC)CC3)c2)CC1 | / | / | -0.2 | 2 | -1 | -5 | 3 | -1
CC1CCCN(CC(=O)Nc2ccc(S(=O)(=O)N3C(C)CCCC3C)cc2)C1 (stereo not drawn) | 8 | 0.0 | -3.9 | -28 | 7 | -4 | / | 8
O=C(CCC(=O)N(CC(=O)NC1CCCCC1)c1ccc(F)cc1)Nc1ccccn1 | 11 | 0.0 | 0.7 | -2 | -3 | 0 | 2 | 6

For reference, some entries already given:
SMILES | PAX8 reporter | XiGFP reactiv | F508del corr | INS-1E GSIS act | EWS-Fli inh | DENV2 CPE rescue | ARNT TACC3 PPI | ERp5 block
Cc1noc(C)c1NC(=O)Nc1ccc2c(c1)CC(=O)N([C@H](C)CO)C[C@H](C)[C@H](CN(C)C(=O)NC1CCCCC1)O2 | 4 | -0.6 | -0.9 | 11 | -3 | -7 | -4 | 20
CCC(=O)NC[C@H]1[C@@H](c2ccc(-c3cccc(F)c3)cc2)[C@@H](CO)N1C(=O)CC | 3 | 0.0 | -1.2 | -2 | 0 | / | 4 | /
COc1ccc(S(=O)(=O)N2CCN(C(=O)c3cc(C)nc4ccccc34)CC2)cc1OC | 9 | 0.1 | -3.3 | 5 | 7 | 2 | -8 | -3

The listing continues:
SMILES | PAX8 reporter | XiGFP reactiv | F508del corr | INS-1E GSIS act | EWS-Fli inh | DENV2 CPE rescue | ARNT TACC3 PPI | ERp5 block
CCOC(=O)c1cc2c(c(CCO)n1)[C@@H](CCO)N(S(=O)C(C)(C)C)C2 (stereo partly drawn) | -4 | 0.0 | -1.4 | 23 | -1 | -12 | -1 | 1
O=C(NCCOc1ccccc1Cl)C(=O)NCCOc1ccccc1Cl | 5 | 0.0 | 0.7 | 7 | 16 | -6 | 1 | -1
O=C(C[n+]1ccc2ccccc2c1)c1ccccc1 | -34 | -0.1 | -1.6 | -3 | -1 | 0 | -30 | -2
CC(C)NC(=O)Nc1cccc2c1O[C@@H](CN(C)C(=O)NC(C)C)[C@@H](C)CN([C@@H](C)CO)C2=O | -14 | -0.1 | 1.2 | 23 | -2 | 66* | 0 | -5
C/C(=N\OCC(=O)Nn1c(=O)[nH]c2ccccc2c1=O)c1ccccc1 | -10 | 0.0 | -1.6 | 6 | 14 | -2 | 0 | -2
CC(=O)NCCCC[C@@H]1NC(=O)[C@@H]2C[C@H](C(=O)NCc3ccc(F)cc3)[C@H](c3ccc(O)cc3)N2C1=O | / | / | -2.3 | / | -16 | 20* | 2 | 0
COCC(=O)N1[C@H](CO)[C@H](c2ccc(-c3cccc(F)c3)cc2)C12CN(C(=O)C1CC1)C2 | / | 0.3 | -1.2 | -13 | / | -11 | / | 1
CCCN1CCC(=NNC(=O)CSc2cc(C)c(Br)cc2C)CC1 | -6 | 0.1 | / | -25 | / | / | -4 | /
Cn1c(SCC(=O)N/N=C/c2ccccn2)nnc1-c1ccccc1 | -3 | 0.2 | -3.2 | -1 | 0 | 2 | 1 | 3
COC(=O)C1=C(C)N(Cc2ccc(Br)cc2)C(=S)NC1c1cccc(F)c1 (stereo not drawn) | -3 | 0.1 | -0.9 | -27 | 1 | 26* | / | 4
NS(=O)(=O)c1ccc(NC(=S)N2CCCC2)cc1 | 6 | 0.0 | 0.9 | 24 | / | ? | -2 | 6
Cc1ccc(-c2nnc(N3CCCCC3)c3ccccc23)cc1 | 2 | -0.1 | / | 2 | 21 | -6 | -5 | 2
O=C1c2ccccc2NC(c2ccccc2)N1NS(=O)(=O)c1ccccc1 (stereo not drawn) | 2 | 0.0 | -0.1 | 1 | -1 | -4 | -11 | 3
C[C@H]1CCCCO[C@H](CN(C)C(=O)NC2CCCCC2)[C@@H](C)CN([C@@H](C)CO)C(=O)c2cc(NC(=O)Nc3ccc(C(F)(F)F)cc3)ccc2O1 | 87* | 0.4 | 3.1 | 2 | 3 | ? | 0 | 0
O=c1c2cn[nH]c2nc(SCc2ccccc2F)n1-c1ccc(Br)cc1 | 11 | 0.0 | -1.2 | 0 | 0 | -3 | 3 | 11
O=C(c1ccccn1)N1CC2(C1)[C@@H](c1ccccc1)[C@H](CO)N2C(=O)CC1CC1 | 11 | 0.0 | 1.5 | -7 | -5 | 18 | / | 1
CCOC(=O)c1[nH]c2ccccc2c1NC(=O)C(CC)CC | -4 | 0.3 | 3.8 | 23 | 0 | -6 | / | 8
CC(C)N(Cc1nc(-c2ccc(Cl)cc2)no1)Cc1nccn1C | 11 | 0.0 | -2.2 | / | 9 | 6 | 5 | -2
CO[C@@H]1CN(C)C(=O)c2cc(NC(=O)Cc3ccccc3)ccc2OC[C@H](C)N(C(C)=O)C[C@@H]1C | 4 | 0.4 | -3.5 | 3 | -2 | -3 | -16 | 0
COCCCN(C(=O)c1ccc(N2CCCC2=O)cc1)c1c(N)n(Cc2ccccc2)c(=O)[nH]c1=O | -9 | 0.0 | -5.0 | 2 | -3 | 0 | 0 | 1
C[C@@H]1CN([C@H](C)CO)C(=O)c2cc(C#CC3CC3)cnc2O[C@H]1CN(C)C(=O)C1CCCCC1 | / | 0.6 | -0.7 | 8 | 0 | / | / | /
CO[C@H]1CN(C)C(=O)c2ccc(NC(=O)c3ccc(Oc4ccccc4)cc3)cc2OC[C@H](C)NC[C@@H]1C | 14 | 0.5 | -3.0 | -6 | 12 | 10 | 4 | 0
Cc1ccnc(NC(=O)CNC(=O)c2cccs2)c1 | / | 0.2 | 1.0 | 12 | -13 | 4 | 2 | 4
O=C(CN1C(=O)NC2(CCCc3ccccc32)C1=O)Nc1ccccc1OC(F)F (stereo not drawn) | 6 | 0.0 | 0.8 | -11 | 2 | -2 | -9 | 5
COc1cccc(S(=O)(=O)N[C@@H]2C=C[C@H](CC(=O)NCc3ccc(Cl)cc3)O[C@@H]2CO)c1 | / | -0.7 | 2.0 | -2 | 0 | -9 | / | /
COc1ccc(CCN2C(=O)CC(C(N)=O)SC2=Nc2ccccc2)cc1OC (stereo not drawn) | / | / | -0.3 | -4 | -3 | -2 | -4 | 2
CCOc1ccccc1C(=O)NCC(=O)OCCOc1cccc(Cl)c1 | -4 | 0.1 | -2.5 | -7 | -6 | 6 | / | -6
Cc1ccc(S(=O)(=O)N[C@H]2CC[C@@H](CCNS(=O)(=O)Cc3ccccc3)O[C@@H]2CO)cc1 | 13 | 0.0 | 1.1 | 2 | 7 | -2 | 1 | ?
CO[C@@H]1CN(C)C(=O)c2cc(NC(=O)c3ccccc3)ccc2OC[C@@H](C)N(CC2CC2)C[C@@H]1C | -2 | -0.4 | 1.6 | 15 | -10 | / | -1 | /
CC(=O)c1c(C)[nH]c(C2=NNC(=NC(C)(C)C)SC2)c1C | -75 | 0.0 | 1.0 | -11 | -4 | 17 | 9 | -3
CC(=O)/C(N=Nc1ccc(SC(F)F)cc1)=C(\C)O | 15 | 0.1 | -0.6 | 7 | 4 | -2 | / | 0
C/C=C/c1ccc([C@H]2[C@@H](CO)N(C(=O)C3CC3)[C@H]2CN(C)C(=O)CC)cc1 | / | 0.0 | -4.6 | 7 | 7 | -1 | / | -3
CN(C)CC(=O)Nc1ccc2c(c1)[C@@H]1C[C@H](CC(=O)NCC3CC3)O[C@H](CO)[C@@H]1O2 | 0 | 0.1 | 1.5 | 37 | -14 | ? | 3 | -8
CC1=C(C#N)CCC(=O)N1Cc1c(F)cccc1Cl | 6 | 0.0 | 0.4 | -8 | 5 | 7 | -40 | 10
C[C@@H]1CN([C@@H](C)CO)C(=O)c2cccc(NC(=O)CCCCCC(=O)Nc3ccccc3N)c2O[C@@H]1CN(C)S(=O)(=O)c1ccccc1 | 0 | 0.0 | -2.9 | 1 | 2 | 10 | / | -2
O=C1Nc2ccccc2C(=O)N2[C@H](c3cccc(Br)c3)[C@@H]3C(=O)N(Cc4ccccc4)C(=O)[C@@H]3[C@H]12 | -10 | 0.1 | 1.7 | 4 | 0 | -5 | -7 | -5

Molecules shown so far that have a tert-butyl group:
SMILES | PAX8 reporter | XiGFP reactiv | F508del corr | INS-1E GSIS act | EWS-Fli inh | DENV2 CPE rescue | ARNT TACC3 PPI | ERp5 block
CCOC(=O)c1cc2c(c(CCO)n1)[C@@H](CCO)N(S(=O)C(C)(C)C)C2 (stereo partly drawn) | -4 | 0.0 | -1.4 | 23 | -1 | -12 | -1 | 1
CC(=O)c1c(C)[nH]c(C2=NNC(=NC(C)(C)C)SC2)c1C | -75 | 0.0 | 1.0 | -11 | -4 | 17 | 9 | -3

Continuation.
SMILES | PAX8 reporter | XiGFP reactiv | F508del corr | INS-1E GSIS act | EWS-Fli inh | DENV2 CPE rescue | ARNT TACC3 PPI | ERp5 block
C/C(=N\NC(=O)c1c(Br)cnn1C)c1ccc(NC(=O)c2ccc(F)cc2)cc1 | -81 | 0.0 | / | -1 | -14 | -1 | -9 | 2
CCCNC(=O)N(C)C[C@H]1Oc2ncc(Br)cc2C(=O)N([C@@H](C)CO)C[C@@H]1C | -18 | 0.7 | -3.6 | 13 | 0 | -3 | / | 2
COc1cc(C2NC(=O)CCC2[N+](=O)[O-])c(OC)cc1Br (stereo not drawn) | -3 | 0.3 | -6.0 | 12 | 21 | -3 | -6 | 4
S=C(N/N=C/c1ccc(Cl)c(Cl)c1)Nc1ccccc1Cl | -11 | 0.0 | 0.4 | 3 | -25 | 1 | 3 | 2
CN(C)CCCNC(=O)C1(O)c2cc(Br)ccc2NC(=O)N1c1c(F)cccc1F (stereo not drawn) | 14 | 0.0 | -0.3 | 4 | 8 | 6 | -4 | -2
C[C@H]1CCCCO[C@H](CN(C)C(=O)Nc2ccc(F)cc2)[C@@H](C)CN([C@@H](C)CO)C(=O)c2cc(NC(=O)c3ccccc3)ccc2O1 | 6 | -1.2 | -3.0 | -18 | -2 | -6 | -1 | 1
